PLAP act: human PLAP activation | P05187 | purified PLAP enzyme, luminescent substrate read-out; hits give high values | hit rate 1.2% among 96,000 | activation fold at 20 µM; in the data active means activation fold above about 2
CYP2C19 inh: human CYP2C19 inhibition. CYP2C19 Supersomes, luciferin-H EGE luminescence, 30 min. hit rate 21% among 96,000. inhibition, % at 5 µM;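 active means CYP2C19 inhibition above a set limit at 5 µM in the primary screen, cut at about 50% in these data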;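 further: plate controls were negative control wells for no effect and 2.5 mM tranylcypromine positive control for full effect; values of inactives mirror those of a sister screen read the other way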
CYP2C9 act: CYP2C9 (human) activation; P11712; recombinant CYP2C9, luciferin-H conversion, luminescence; hits give high values; factor 1 = untreated enzyme, 0 = blocked; activation factor at 5 µM; hit rate 1.4% among 96,000; AID 1024;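 active means activation factor of 2 or more for CYP2C9 at a 5 µM dose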;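 further: 0 = sulfaphenazole-blocked wells and 1 = vehicle-only wells; values of inactives mirror those of a sister screen read the other way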
EphB4 antag: antagonists of human EphB4-ephrin-B2 interaction. P54760. EphB4 LBD / TNYL-RAW-Alexa532 peptide, fluorescence polarization. inhibition, % at 7 µM. hit rate 0.15% among 97,000;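 active means inhibition above the screen-wide mean inhibition plus 3 SD, cut at about 15% in these data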;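 further: 0% = DMSO wells and 100% = excess unlabeled TNYL-RAW peptide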
PLK1 kinase inh: inhibitors of human PLK1 kinase. P53350. recombinant PLK1 kinase, TR-FRET peptide phosphorylation. inhibition, % at 10 µM. hit rate 0.53% among 97,000. AID 619;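 active means inhibition of 50% or more in the single-concentration screen; inactive means inhibition below 50%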;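 further: 0% = DMSO max control and 100% = H-89 dihydrochloride min control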
Target sequence (P53350 whole entry, looked up): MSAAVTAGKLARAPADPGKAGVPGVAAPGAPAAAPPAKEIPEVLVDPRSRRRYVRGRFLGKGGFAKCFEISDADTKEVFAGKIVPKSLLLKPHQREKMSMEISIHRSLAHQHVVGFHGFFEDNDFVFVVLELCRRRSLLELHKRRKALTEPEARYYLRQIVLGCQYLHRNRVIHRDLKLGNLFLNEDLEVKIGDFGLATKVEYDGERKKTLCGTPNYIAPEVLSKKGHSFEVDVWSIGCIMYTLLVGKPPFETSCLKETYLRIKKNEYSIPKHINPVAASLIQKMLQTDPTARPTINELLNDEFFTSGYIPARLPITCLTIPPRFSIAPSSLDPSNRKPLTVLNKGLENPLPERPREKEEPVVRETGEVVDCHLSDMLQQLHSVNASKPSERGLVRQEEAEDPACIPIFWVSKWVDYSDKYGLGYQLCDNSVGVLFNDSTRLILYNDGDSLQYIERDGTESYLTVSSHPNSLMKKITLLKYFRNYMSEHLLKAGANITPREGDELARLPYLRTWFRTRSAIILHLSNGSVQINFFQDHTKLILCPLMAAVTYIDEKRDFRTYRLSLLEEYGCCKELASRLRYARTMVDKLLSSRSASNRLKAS
CYP2C19 activ: activators of human cytochrome P450 2C19; AID 1025; 96,000 tested, under 10 active; recombinant CYP2C19, luciferin-H EGE luminescence; hits give high values; 0 = fully inhibited enzyme, 1 = untreated enzyme; activation factor at 5 µM;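 active means activation factor of at least 2 at 5 µM in the primary screen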;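 further: 0 = wells with 2.5 mM tranylcypromine and 1 = vehicle-only wells; values of inactives mirror those of a sister screen read the other way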
CYP2C9 inh: inhibitors of human CYP2C9; AID 777; CYP2C9 Supersomes, luciferin-H conversion, luminescence; hit rate 20% among 96,000; inhibition, % at 5 µM;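 active means blocking of liver enzyme CYP2C9 beyond about 50% at 5 µM, limit read from the data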; further: values of inactives mirror those of a sister screen read the other way
Rev-RRE block: inhibitors of HIV-1 Rev-RRE RNA interaction; P05866; Rev peptide-RRE RNA binding, FRET; inhibition, % at 8 µM; hit rate 0.79% among 97,000; AID 704;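 active means inhibition above the screen-wide mean plus 3 SD, cut at about 35% in these data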;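 further: 0% = median DMSO wells and 100% = median Neomycin B control wells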
Target sequence (P05866 whole entry, looked up): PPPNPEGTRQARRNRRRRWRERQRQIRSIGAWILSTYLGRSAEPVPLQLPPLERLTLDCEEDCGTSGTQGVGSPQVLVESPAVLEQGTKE
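Assay system: Rev peptide and RRE RNA, both fluorescently labelled; times: 5 min preincubation and 15 min binding, 25 °C; detection: FRET, ex 480 nm, em 540 and 671 nm; read-out basis: % inhibition from 671/540 nm acceptor-to-donor ratio, scaled between controls; benchmarks: DMSO low control, neomycin B high control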
Plk1 PBD FP: blocks phosphopeptide binding to human Plk1 polo box domain; P53350; Plk1 PBD phosphopeptide binding, fluorescence polarization; inhibition, %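 (tested at about 20 µM)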; hit rate 0.13% among 97,000; in the data active means inhibition above about 34%, passing the limit was not always enough
An asterisk follows results filed as active; / = no result given.

molecule,PLAP act,CYP2C19 inh,CYP2C9 act,EphB4 antag,PLK1 kinase inh,CYP2C19 activ,CYP2C9 inh,Rev-RRE block,Plk1 PBD FP
N/C(CN1CCCC1=O)=N\O,0.9,-6,1.1,-6,-8,1.1,-12,5,29
O=C(NCc1ccc2c(c1)OCO2)c1cccc(S(=O)(=O)N2CCCCC2)c1,/,/,/,1,-9,/,/,18,19
C=CCOC(=O)C1=C(C)Nc2nnnn2C1c1cccs1 (stereo unspecified),1,45,0.7,-5,-8,0.6,28,-2,-14
Cc1nn2c3ccccc3nc2n(C)c1=O,0.8,-6,1.1,/,/,1.1,-6,/,/
FC(F)(F)c1cccc(Oc2cc(C(F)(F)F)nc(-c3ccccn3)n2)c1,0.8,3,0.8,7,-2,1,17,11,-19
CCOC(=O)c1sc(NS(=O)(=O)c2cc(C)ccc2C)nc1C,1.5,45,0.1,5,-10,0.6,94*,7,-11
COc1ccccc1C1CC(c2ccc(F)cc2)Nc2ncnn21 (stereo unspecified),1.1,42,1.1,4,-12,0.6,-6,8,-10
CCC(C)c1ccc(S(=O)(=O)N2CCN(C(=O)COc3ccc4c(C)cc(=O)oc4c3)CC2)cc1 (stereo unspecified),1.8,41,0.6,9,-9,0.6,40,5,-18
Cc1cc(Cl)ccc1Oc1ncnc2oc(-c3ccccc3)cc12,1,40,0.7,-5,-7,0.6,27,7,-3
COc1ccc2c(c1OC)C(=O)N1C(C(=O)O)Cc3c([nH]c4ccccc34)C21 (stereo unspecified),1.4,-3,0.9,/,/,1,5,/,/
CCOC(=O)c1c(C)oc2ccc(OCC(=O)C(C)(C)C)cc12,1.1,65*,0.3,-2,5,0.3,72*,4,-9
CCn1c(=O)cc(SCC(=O)NCc2ccco2)c2ccccc21,1,19,1.7,-5,-8,0.8,-74,0,19
COCCn1c(SCC(=O)Nc2cc(C)on2)nnc1-c1c[nH]c2ccccc12,1,55*,0.3,-3,71*,0.5,75*,4,-2
O=S(=O)(c1ccc2ccccc2c1)N(CC(O)CN1CCOCC1)c1ccccc1 (stereo unspecified),1.5,11,0.8,3,-2,0.9,20,8,-7
O=C(O)Cc1ccc(NC(=O)c2cccs2)cc1,0.8,1,1.1,-3,-8,1,-7,10,2
O=C(CCN1CCc2ccccc2C1)Nc1cccc(F)c1,0.9,92*,0.5,14,-3,0.1,50,2,-9
COC(=O)/C=C1/N/C(=N\c2nc(C)cc(C)n2)N(c2ccc(C)c(C)c2)C1=O,1.8,0,0.7,7,-3,1,28,6,-1
O=C(Cn1c(NCCO)nc2ccccc21)NCCc1ccc(F)cc1,1.1,17,1,4,-1,0.8,-2,7,10
Cc1nn(-c2ccc(C(=O)O)cc2)c(C)c1Oc1ccccc1O,1,-17,1.2,2,-13,1.2,-22,9,-13
O=C(Nc1ccccc1F)N(CCCN1CCOCC1)Cc1cc2cc3c(cc2[nH]c1=O)OCCO3,1.5,90*,0.5,0,5,0.1,52*,14,2
CCN(CC)C(=O)c1ccc(S(=O)(=O)NCc2cccnc2)cc1,1.1,-13,1.1,-6,-2,1.1,-13,5,-33
CCN(CC)C(=O)CSc1nc(N)c2c3c(sc2n1)CC(C)CC3 (stereo unspecified),1.8,56*,0.5,-1,-3,0.4,54*,-1,-13
CCN(c1ccc2c(c1)OCO2)S(=O)(=O)c1cc(Br)cc2c1N(C(=O)C1CC1)CC2,1.5,52*,0.7,7,-11,0.5,34,20,-8
c1ccc(-c2ccc(-c3nc(-c4ccncc4)no3)cc2)cc1,0.9,80*,0.3,/,/,0.2,72*,/,/
NC1=NC(=Nc2ccccc2)c2ccccc21,1.4,14,0.9,8,-4,0.9,10,7,-1
O=C(CSCCO)Nc1ccc(C2CCCCC2)cc1,1.2,10,1.1,/,/,0.9,-8,/,/
COc1cc(C(=O)NCc2ccccn2)ccc1OCc1c(C)noc1C,1.1,5,0.6,-2,-14,0.9,37,3,-12
COc1ccc(CN(C(=O)CN2C(=O)C(C)Oc3ccccc32)C2CCCC2)c(OC)c1 (stereo unspecified),1.6,81*,0.1,2,13,0.2,88*,1,-4
COc1ccc(N(C(=O)Cc2cccs2)C(C(=O)NC2CCCCC2)c2cccn2C)cc1 (stereo unspecified),0.8,3,1.1,4,-2,1,-8,1,-14
Cc1ccc(N(CC(=O)Nc2ccc(F)c(Cl)c2)S(=O)(=O)c2c(C)noc2C)cc1,1,1,0.9,-7,-7,1,7,3,10
C=CCOC(=O)C1=C(C)OC(N)=C(C#N)C1c1ccccc1F (stereo unspecified),0.8,81*,0.4,3,5,0.2,56*,13,-11
COc1ccc(Br)cc1CNC(=O)C1CCCN(c2nc3ccccc3o2)C1 (stereo unspecified),1,8,0.6,-2,-1,0.9,36,2,-3
COc1ccc(OCCNc2cc(N3CCCCC3)ccc2[N+](=O)[O-])cc1,1.1,20,0.5,-2,11,0.8,49,8,-10
COc1cc(/C=N/n2cnnc2)ccc1OCCSc1ccc(C)cc1,1,80*,0.5,-5,-15,0.2,54*,2,5
O=C(Nc1ccc(F)cc1)NC1CCCCC1,0.9,23,0.8,1,-1,0.8,19,9,-8
COc1ccc(C2C(C#N)=C3NC(=O)c4c(sc5c4CCCCC5)N3C3=C2C(=O)CC(C)(C)C3)cc1 (stereo unspecified),1.3,13,0.5,-3,-6,0.9,48,19,-49
O=C(NCCc1ccccc1)C(=O)NN=C1CCCC1,1,-7,1,-1,1,1.1,-2,1,-14
CN1C(=O)NC(NC(=O)c2ccncc2)(C(F)(F)F)C1=O (stereo unspecified),0.8,-1,1,-7,-8,1,-5,5,0
Cc1ccc(N2CC(C(=O)Nc3ccc4c(c3)OCCO4)CC2=O)cc1 (stereo unspecified),0.8,-4,0.9,3,-1,1,14,10,-16
Cc1cccc(NC(=S)NNC(=O)c2ccccc2OC(F)F)c1,1.4,33,0.5,3,-8,0.7,47,7,-6
COCC(=O)Nc1ccccc1NC(C)=O,0.8,2,1,5,-14,1,-3,3,14
O=c1[nH]c(CN2CCC(c3nc4ccccc4s3)CC2)nc2sc3c(c12)CCC3,1.1,0,1,/,/,1,4,/,/
O=C(Nc1ccccc1-c1ccccc1)C12CC3CC(CC(C3)C1)C2,0.8,19,1,1,-15,0.8,3,12,25
C=CCc1ccc(OCCCOc2ccc(C)cc2OC)c(OC)c1,1.3,59*,0.7,2,1,0.4,32,3,-3
Cn1c(N)c(C(=O)c2ccccc2)c(=O)n(C)c1=O,0.9,7,0.9,1,-3,0.9,7,11,-5
CCn1c(=NC(=O)CSC(C)=O)sc2cc(F)ccc21,1,47,1,-1,-8,0.5,2,5,5
Nc1nc2sc3c(c2c(=O)s1)CCCC3,0.8,44,0.2,4,-2,0.6,80*,4,-8
CC1CC1C(=O)Nc1nc(-c2ccccn2)cs1 (stereo unspecified),/,30,0.7,1,-6,0.7,34,11,-1
C#CC1(O)CC(C)N(C)C(C)C1 (stereo unspecified),0.8,-7,1,1,-10,1.1,-5,8,-23
Cc1ccc(N(CC(=O)N2CCOCC2)S(C)(=O)=O)cc1C,0.8,-1,1,-1,-7,1,3,2,-9
CCOC(=O)C1(CCSC)NC(c2ccco2)C2C(=O)N(C)C(=O)C21 (stereo unspecified),1.1,6,1.1,5,-9,0.9,-7,6,-3
Cc1occc1C(=O)NC(C)CCc1ccccc1 (stereo unspecified),0.9,21,0.7,0,-5,0.8,30,4,-31
O=C(Nc1ccc(-c2nnc(-c3ccccc3)o2)cc1)C1CCCO1 (stereo unspecified),0.9,17,1.1,4,-8,0.8,-11,14,1
CC(C)C1C(C#N)=C(N)Oc2n[nH]c(C(C)(C)C)c21 (stereo unspecified),0.9,-2,0.9,2,-15,1,7,3,-1
CSc1nc2c(c(=O)n1-c1ccccc1)SCC2,0.9,0,1.1,3,-9,1,-9,10,15
COc1nn(CC(=O)N2N=C(C(F)F)CC2(O)C(F)F)cc1[N+](=O)[O-] (stereo unspecified),/,/,/,-1,-11,/,/,2,11
COC(=O)c1cc(NC(=O)CSc2nnc(CN3CCOCC3)n2C)ccc1Cl,1.1,-26,1.1,11,-7,1.3,-5,9,14
Cc1ccccc1-c1ccc(C=Nc2c(C)n(C)n(-c3ccccc3)c2=O)o1,1,16,1.2,5,-4,0.8,-22,8,4
COc1ccc(/C=C/C(=O)Nc2sc3c(c2C(=O)NCc2cccnc2)CCCC3)cc1,1.4,75*,0,-6,-11,0.3,97*,-5,-11
Cc1ccc(CNC(=O)CN2CCN(Cc3ccc(C)cc3)C2=O)cc1,1.2,21,0.7,-3,-24,0.8,26,0,-10
CCOC(=O)c1cnc(SCc2nc(N)nc(Nc3ccccc3OC)n2)nc1N,0.7,21,0.4,-2,-4,0.8,60*,0,-7
c1ccc2c(c1)Sc1ccccc1-n1cnnc1-2,/,/,/,3,-13,/,/,6,-12

Sorted by length of the SMILES (high to low): part of the list above.
molecule,PLAP act,CYP2C19 inh,CYP2C9 act,EphB4 antag,PLK1 kinase inh,CYP2C19 activ,CYP2C9 inh,Rev-RRE block,Plk1 PBD FP
Cc1ccccc1-c1ccc(C=Nc2c(C)n(C)n(-c3ccccc3)c2=O)o1,1,16,1.2,5,-4,0.8,-22,8,4
CCOC(=O)c1c(C)oc2ccc(OCC(=O)C(C)(C)C)cc12,1.1,65*,0.3,-2,5,0.3,72*,4,-9
C=CCc1ccc(OCCCOc2ccc(C)cc2OC)c(OC)c1,1.3,59*,0.7,2,1,0.4,32,3,-3

Assay outcomes as filed in PubChem.

Rows were taken by chance; overall some 29% were active at least once.
